OX1R antagonist: antagonists of human orexin 1 receptor. inhibition, % at 5 µM. O43613. CHO/OX1R cells, Fluo-8 calcium fluorescence, orexin A. hit rate 0.43% among 330,000. AID 434989;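 active means inhibition above its plate's threshold, mean inhibition of all tested compounds on the plate plus 3 SD, cut at about 37% in these data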;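 further: 0% = orexin A challenge wells and 100% = SB-334867-A antagonist wells; not every result past the cut was called active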
Target sequence (O43613 whole entry, looked up): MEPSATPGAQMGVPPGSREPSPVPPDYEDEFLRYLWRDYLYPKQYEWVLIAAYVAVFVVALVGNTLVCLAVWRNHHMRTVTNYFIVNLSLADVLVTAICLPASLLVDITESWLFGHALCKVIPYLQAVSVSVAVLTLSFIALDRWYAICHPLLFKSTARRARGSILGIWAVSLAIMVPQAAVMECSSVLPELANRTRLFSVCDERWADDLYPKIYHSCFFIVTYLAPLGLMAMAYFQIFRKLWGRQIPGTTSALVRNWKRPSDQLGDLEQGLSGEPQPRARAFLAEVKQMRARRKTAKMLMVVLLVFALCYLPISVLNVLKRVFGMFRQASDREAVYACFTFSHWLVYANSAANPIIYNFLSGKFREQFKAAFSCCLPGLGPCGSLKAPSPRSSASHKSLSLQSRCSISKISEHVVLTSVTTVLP
CHT allo act: human CHT allosteric activation. Q9GZV3. CHT-expressing cells, membrane potential dye, choline EC20; hits give high values; LV-AA mutant CHT in HEK293 cells. B-score at 10 µM. hit rate 0.49% among 310,000;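 active means initial fluorescence not abnormally high and integrated response B-score, plate-corrected, over 3 SD above library mean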
Target sequence (Q9GZV3 whole entry, looked up): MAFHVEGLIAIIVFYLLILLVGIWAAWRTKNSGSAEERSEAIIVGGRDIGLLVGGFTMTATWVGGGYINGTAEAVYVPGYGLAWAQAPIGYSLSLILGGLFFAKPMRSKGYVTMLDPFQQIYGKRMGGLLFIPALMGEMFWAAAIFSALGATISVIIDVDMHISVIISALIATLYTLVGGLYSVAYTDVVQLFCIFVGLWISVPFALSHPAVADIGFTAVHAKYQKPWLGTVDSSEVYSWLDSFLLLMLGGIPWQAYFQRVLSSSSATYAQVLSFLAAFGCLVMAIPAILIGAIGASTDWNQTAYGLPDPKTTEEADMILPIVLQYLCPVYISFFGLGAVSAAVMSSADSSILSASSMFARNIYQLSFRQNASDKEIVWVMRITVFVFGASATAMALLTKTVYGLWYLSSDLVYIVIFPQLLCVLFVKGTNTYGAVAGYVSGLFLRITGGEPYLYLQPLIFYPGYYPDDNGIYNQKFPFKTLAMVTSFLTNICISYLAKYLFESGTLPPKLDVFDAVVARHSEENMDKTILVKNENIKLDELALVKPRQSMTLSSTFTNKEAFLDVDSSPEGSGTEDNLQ
The depositor's hits bear a star; i = inactive; x = no result given.

SMILES | OX1R antagonist | CHT allo act
CN(C)S(=O)(=O)c1ccc(N2CCCC2)c(C(=O)Nc2nc3c(ccc4ccccc43)s2)c1 | 3 | i
CN1CCN(S(=O)(=O)c2ccc(Cl)s2)CC1 | 6 | i
CC(C)=CCN1CCN(CCCc2ccccc2)CC1CCO (stereo not given) | -6 | i
CCCCNc1c(-c2ccc(OC)c(SC3CCCCC3)c2)nc2cc(C)ccn12 | -18 | i
COc1ccccc1C/C(N)=N/OC(=O)COc1ccc(C)cc1 | -5 | i
O=C(c1nc2ccc(Cl)cn2c1CN1CCC(CO)CC1)N1CCc2ccccc2C1 | -24 | i
Cc1[nH]n(-c2ccccc2)c(=O)c1S(=O)(=O)c1ccccc1 | -16 | i
CCNC(=O)CSc1nnc(-c2ccccc2Br)n1-c1cccc(C(F)(F)F)c1 | -8 | i
CCCCc1c(O)cc(C)[nH]c1=O | 0 | i
Clc1cc(Br)ccc1OCCCn1ccnc1 | -9 | i
CCC(CO)NC(=O)c1ccccc1C(F)(F)F (stereo not given) | -13 | i
O=C(NN=C1CCCCCC1)c1cccnc1 | -4 | i
CC(C)c1ccc(N(CC(=O)N2CCN(Cc3ccccc3)CC2)S(C)(=O)=O)cc1 | -15 | i
Cc1cc(C(=O)N/N=C/c2ccc(OCc3ccccc3)cc2)c(C)o1 | 20 | i
COC(=O)c1cc(S(=O)(=O)NCC2CCN(CCc3ccc(OC)cc3)CC2)c[nH]1 | -16 | i
Cn1c(SCc2ccc(F)cc2)nnc1-c1cccs1 | -7 | i
Cc1cc(C)nc(N/N=C/c2ccccc2Cl)n1 | -19 | i
O=C(Nn1cc(C(=O)Nc2ccc(F)cc2F)c2ccccc2c1=O)c1cnccn1 | -2 | i
CCOC(=O)c1[nH]c2ccccc2c1NC(=S)Nc1cc(C)ccc1C | -15 | i
COCCNC(=O)CC(NS(=O)(=O)c1ccc(C)cc1)c1ccco1 (stereo not given) | -12 | i
OCC1(CCOc2ccccc2)CCN(Cc2ccccc2C(F)(F)F)CC1 | -21 | i
COc1ccc(N(CC(=O)N/N=C/c2ccc(OC)cc2OC)S(=O)(=O)c2ccccc2)cc1 | -26 | i
COCc1cc(C)nc(Nc2cc(C)ccc2C)c1C#N | -8 | i
Clc1ccc(OCc2nc3ccccc3[nH]2)cc1 | -17 | i
Brc1cnc2nc(SC/C=C/c3ccccc3)[nH]c2c1 | -3 | i

The list goes on; the last 4 above are carried over.
SMILES | OX1R antagonist | CHT allo act
COc1ccc(N(CC(=O)N/N=C/c2ccc(OC)cc2OC)S(=O)(=O)c2ccccc2)cc1 | -26 | i
COCc1cc(C)nc(Nc2cc(C)ccc2C)c1C#N | -8 | i
Clc1ccc(OCc2nc3ccccc3[nH]2)cc1 | -17 | i
Brc1cnc2nc(SC/C=C/c3ccccc3)[nH]c2c1 | -3 | i
C(=N\Nc1nc2ccccc2s1)/c1cccs1 | 8 | i
CCCCN1C(=O)Nc2ccccc2S1(=O)=O | -6 | i
COc1ccc(N2CCN(c3ccc(N4C(=O)CC(C)C4=O)cc3[N+](=O)[O-])CC2)cc1 (stereo not given) | 3 | i
CCc1ccc(NC(=O)CCc2nc3cccnc3n2Cc2ccc(OC)cc2)cc1 | -30 | i
Cc1sc(N/N=C/c2cccs2)nc1-c1ccccc1 | -35 | i
Cc1nnc(N/N=C/c2ccccc2C(F)(F)F)n1N | -9 | i
O=C(Cc1ccccc1)Nc1nnc(-c2ccco2)o1 | -11 | i
CC1Cc2ccccc2N1C(=S)NC(=O)c1ccc(Cl)cc1Cl (stereo not given) | -17 | i
NC(=O)C1=C[C@H](C2CCCCC2)C[C@H](OCc2ccc(CO)cc2)O1 | -11 | i
O=C(O)c1ccc(OCCOc2ccccc2)cc1 | -3 | i
COc1cc(OC)cc(C(=O)Nc2ccn(C)n2)c1 | 1 | x
CCOC(=O)C(=CNc1ccc(C(F)(F)F)cc1)C(=O)OCC | -45 | i
Cc1ccc(S(=O)(=O)N2CCOC2CNC(=O)C(=O)NCc2ccc3c(c2)OCO3)cc1 (stereo not given) | -17 | i
O=S(=O)(NCCc1csc(-c2cccnc2)n1)c1cc(F)ccc1F | -20 | i
CN1C(=O)C(CC(=O)Nc2ccc(Cl)cc2)N(Cc2ccco2)C1=S (stereo not given) | -22 | i
Nc1nc2n(n1)C(c1cccs1)CC(c1ccc(F)cc1)N2 (stereo not given) | -3 | i
Cc1ccnc(SCC(=O)n2c3c(c4ccccc42)CC(C)CC3)n1 (stereo not given) | -35 | i
NS(=O)(=O)c1ccc(NCc2cc(Cl)ccc2OCc2ccccc2F)cc1 | 7 | i
COC(=O)c1ccccc1-c1ccc(/C=N/NC(=O)c2cc3ccccc3o2)o1 | -22 | i
COc1ccc(/C=N/n2c(SC)nnc2-c2ccccc2)cc1C | -20 | i
Cc1cc2c(=O)oc(-c3ccc(Br)cc3)nc2s1 | -19 | i
COc1ccc2cc(C(c3nnnn3Cc3ccc(F)cc3)N3CCCCCC3)c(=O)[nH]c2c1 (stereo not given) | 0 | i
COc1ccc(N2CCN(C(=O)COC(=O)COc3cc(C)cc(C)c3)CC2)cc1 | -6 | i
CCc1cccc(CC)c1NC(=O)COC(=O)CC1c2ccccc2CCN1S(=O)(=O)c1ccccc1 (stereo not given) | -8 | i
COc1ccc(CCNC(=O)CCC(=O)n2ncc3ccc(Cl)cc32)cc1OC | -12 | i

New compounds follow
SMILES | OX1R antagonist | CHT allo act
CCNC(=O)C1CCCN(c2nc(C)cc(C)n2)C1 (stereo not given) | -20 | i
Cc1ccc(-n2nc3ccc(NC(=O)/C=C/c4ccco4)cc3n2)cc1 | -6 | i
Cc1nc(N2CCC(C)CC2)c(C#N)c(C)c1[N+](=O)[O-] | -10 | i
CCOC(=O)N1CCN(C(=O)c2ccc(NC(C)=O)cc2)CC1 | 5 | i
Cc1cccc(-c2c(NC(=O)c3ccco3)oc3ccc(Cl)cc3c2=O)c1 | -48 | i
Cc1cc(=O)oc2ccc(OCC(=O)N3CCc4ccccc43)cc12 | -28 | i
O=C(COC(=O)C1COc2ccccc2O1)NC1CCCCC1 (stereo not given) | 4 | x
Cn1c(C(C#N)C(=O)c2sc3ccccc3c2Cl)nc2ccccc21 (stereo not given) | -9 | i
CCCCN(C)CCNC(=O)C1CCCN(S(=O)(=O)c2cccc3nsnc23)C1 (stereo not given) | -22 | i
CC(C)N=C(NC#N)SCc1ccc(Br)cc1 | -12 | i
COc1ccc(NC(=O)CCc2nc(-c3ccccc3F)no2)cc1 | -2 | i
CC(=O)Nc1cccc(/C(C)=N/NC(=O)c2cccc(S(=O)(=O)N3CCOCC3)c2)c1 | -13 | i
COc1ccc(Nc2nc(C)nc3c2nnn3Cc2ccccc2Cl)c(OC)c1 | -24 | i
CCOC(=O)c1cc2cc(OCc3ccccc3)ccc2nc1C | -15 | i
COc1cccc(NC(=O)COC(=O)CCC2CCCC2)c1 | -6 | x
Clc1ccccc1CSc1nnc(-c2cccnc2)n1Cc1ccco1 | -21 | i
O=C(c1ccc([N+](=O)[O-])cc1)N1CCSC1c1ccccc1Cl (stereo not given) | 0 | i
CCOC(=O)C1CCN(C(=S)Nc2ccccc2)CC1 | -15 | i
Cc1ccc(C(=O)O/N=C2\CCCc3ccccc32)cc1 | -28 | i
COc1ccc(CN2CCOCCOCCOCC2)cc1 | -5 | i
Cc1cccc(OCC(=O)N(Cc2cccs2)C2CCS(=O)(=O)C2)c1 (stereo not given) | -36 | i
CO/C([O-])=N/c1c[n+](-c2ccc(C)cc2)no1 | 7 | i
COC(=O)Cn1c(=O)c2c(nc(Br)n2Cc2ccccc2Cl)n(C)c1=O | -20 | i
Cc1occc1C(=O)Nc1ccc2c(c1)CCC2 | -24 | i
C/C(=N\Nc1cc(N2CCOCC2)ncn1)c1ccc(O)cc1 | -7 | i

Among those listed so far, these contain a cyano group.
SMILES | OX1R antagonist | CHT allo act
COCc1cc(C)nc(Nc2cc(C)ccc2C)c1C#N | -8 | i
Cc1nc(N2CCC(C)CC2)c(C#N)c(C)c1[N+](=O)[O-] | -10 | i
Cn1c(C(C#N)C(=O)c2sc3ccccc3c2Cl)nc2ccccc21 (stereo not given) | -9 | i
CC(C)N=C(NC#N)SCc1ccc(Br)cc1 | -12 | i

(listing goes on)
SMILES | OX1R antagonist | CHT allo act
Cc1ccc2nc(SCC(=O)c3ccc4c(c3)NC(=O)CO4)[nH]c2c1 | -12 | i
Cc1ccccc1N(C(=O)CCC(=O)Nc1ccccn1)C(C(=O)NC(C)C)c1ccc(F)cc1 (stereo not given) | -21 | i
C/C(=N\S(=O)(=O)c1ccc(C)cc1)NC(=S)Nc1ccccc1 | -6 | i
Cc1ccc(C)c(C(=O)CSc2n[nH]c(C(C)C)n2)c1 | -11 | i
CCOc1ccc(N2CC(C(=O)Nc3cccc(S(=O)(=O)N4CCCC4)c3)CC2=O)cc1 (stereo not given) | -30 | i
COCCCn1c(C)nnc1SCC(=O)Nc1cccc(C)c1 | x | i
N#Cc1cnn2c(-c3ccc(Cl)cc3Cl)ccnc12 | -6 | i
CCOC(=O)C1=C(C)OC(N)=C(C#N)C1c1cc(F)ccc1F (stereo not given) | -10 | i
CCCOc1c(OC)cccc1C1CC(=O)Nc2cc3c(cc21)OCO3 (stereo not given) | -26 | i
CCN(CC)C(=O)[C@H]1CC(CC(=O)NCCCN(C)C)C(=O)N2CCc3c([nH]c4ccccc34)[C@]12C (stereo not given in full) | -3 | x
COc1ccc(N2C(=O)C(Cc3ccccc3)NC2=S)cc1 (stereo not given) | -25 | i
Cc1nc2ccccn2c1C(=O)N/N=C/c1ccccc1[N+](=O)[O-] | -20 | i
O=C(COc1ncnc2sccc12)Nc1cccc(S(=O)(=O)N2CCCC2)c1 | -12 | i
CCc1cc(=O)oc2cc(OCc3nn[nH]n3)ccc12 | 0 | i
CCn1c(SCC(=O)N2CCN(c3cccc(Cl)c3)CC2)nc2ccccc2c1=O | -14 | i
Cc1ccc(S(=O)(=O)N2CCN(C(=O)COC(=O)CCc3ccccc3)CC2)c(C)c1 | 0 | x
COc1cccc(Cn2nnc(C(=O)NCc3ccc(F)cc3)c2N)c1 | -19 | i
Cc1ccc(CSCC(=O)N(C)CC(=O)Nc2ccccc2C(F)(F)F)cc1 | -23 | i
O=C(NCc1ccco1)C(c1ccc(F)cc1)N(Cc1cccnc1)C(=O)Cn1nnc2ccccc21 (stereo not given) | -29 | i
CC(C)CC1Nc2ncnc(N3CCOCC3)c2N(Cc2ccc(Cl)cc2)C1=O (stereo not given) | -12 | x
O=C(CCc1nnc(CCc2c[nH]c3ccccc23)o1)NC1CCC1 | -8 | i
Cc1cc(OCCCn2ccnc2)ccc1[N+](=O)[O-] | -11 | i
Cc1ccsc1C1C(C#N)=C(N)OC2=C1C(=O)CCC2 (stereo not given) | -13 | i
CC(=O)Nc1ccc(S(=O)(=O)N2CCSC2c2ccccc2)cc1 (stereo not given) | -13 | i
O=C1CCC/C1=C/Nc1cccc(F)c1 | -15 | i

Complete entries, quoted from the list.
N#Cc1cnn2c(-c3ccc(Cl)cc3Cl)ccnc12 as listed: OX1R antagonist: -6; CHT allo act: i
Cc1nc2ccccn2c1C(=O)N/N=C/c1ccccc1[N+](=O)[O-] as listed: OX1R antagonist: -20; CHT allo act: i

The results go on.
SMILES | OX1R antagonist | CHT allo act
COc1ccc(-n2ncc3c2CC(C)(C)CC3NC(=O)Cc2nonc2C)cc1 (stereo not given) | -18 | i
O=C(NNC1=NS(=O)(=O)c2ccccc21)C1CC(=O)N(c2ccccc2)C1 (stereo not given) | -14 | i
C[C@@H]1O[C@@H](O[C@H]2[C@H](Oc3cc(O)c4c(c3)O[C@H](c3ccc(O)cc3)CC4=O)O[C@H](CO)[C@@H](O)[C@@H]2O)[C@H](O)[C@H](O)[C@H]1O | -9 | i
CN(CCOC(=O)/C=C/c1ccccc1)C(C)(C)C | -1 | i
O=C(NNC(=S)NC1CCCCC1)c1ccc2c(c1)OCO2 | -8 | i
O=C(O)COCC(=O)N1CCc2c([nH]c3ccccc23)C1C(F)(F)F (stereo not given) | 1 | i
O=c1cc(-c2ccccc2)nc(N2CCN(Cc3ccc4c(c3)OCO4)CC2)[nH]1 | -22 | i
C/C(=N\NC(=O)c1c(Br)c(C)nn1C)c1cccc(NC(=O)c2ccccc2C)c1 | -18 | i
Cc1cc(C)c(NC(=O)CN(C)C(=O)C2CC(=O)N(c3cccc4ccccc34)C2)c(C)c1 (stereo not given) | -30 | x
COC(=O)/C=C/C(=O)N1CCN(c2cccc(Cl)c2)CC1 | -10 | i
CCOc1cc(C(=S)N2CCN(C)CC2)ccc1OCC(=O)N1CCCC1 | -17 | i
CCOC(=O)c1ccc(Cn2cnc3ccccc3c2=O)cc1 | 3 | i
CSCCC(NC(=O)COc1ccccc1)C(=O)N(C)Cc1ccc(F)cc1 (stereo not given) | -8 | x
COc1ccc(OC)c(-n2c(-c3cnccn3)n[nH]c2=S)c1 | 2 | i
CCOC(=O)c1cn(CC(=O)Nc2ccc3c(c2)OCCO3)nn1 | 2 | i
O=C(c1ccco1)N1N=C(c2ccc(Br)cc2)CC1c1ccco1 (stereo not given) | -36 | x
O=C(NCCc1ccc(Cl)cc1)c1ncn[nH]1 | 1 | i
CC1=CC2=NC(=O)CC(C)(C(=O)N(CC(=O)NC3CCCC3)Cc3ccccc3)N2C=C1 (stereo not given) | 3 | i

Part of the list above, field by field:
O=C(NNC1=NS(=O)(=O)c2ccccc21)C1CC(=O)N(c2ccccc2)C1 (stereo not given)
  OX1R antagonist: -14
  CHT allo act: i

Cc1cc(C)c(NC(=O)CN(C)C(=O)C2CC(=O)N(c3cccc4ccccc34)C2)c(C)c1 (stereo not given)
  OX1R antagonist: -30
  CHT allo act: x

COC(=O)/C=C/C(=O)N1CCN(c2cccc(Cl)c2)CC1
  OX1R antagonist: -10
  CHT allo act: i

CCOC(=O)c1cn(CC(=O)Nc2ccc3c(c2)OCCO3)nn1
  OX1R antagonist: 2
  CHT allo act: i
